PKA-R2B act: PKA-R2B complex activation | activation, % at 11.4 µM | P22694+P31323 | 0.079% of 340,000 active | PKA-R2B holoenzyme dissociation, Cy5-IP20 fluorescence polarization; R2B truncated from residue 108, S112A mutant; 0% DMSO only, 100% 113 µM cGMP;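 active = activation above a cutoff set at the mean over all compounds plus 3 SD, cut at about 18% in these data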;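 note: higher means more holoenzyme dissociation and a rise in polarization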
Target sequence (P31323 whole entry, looked up, other chains not shown, the tested form may be a part): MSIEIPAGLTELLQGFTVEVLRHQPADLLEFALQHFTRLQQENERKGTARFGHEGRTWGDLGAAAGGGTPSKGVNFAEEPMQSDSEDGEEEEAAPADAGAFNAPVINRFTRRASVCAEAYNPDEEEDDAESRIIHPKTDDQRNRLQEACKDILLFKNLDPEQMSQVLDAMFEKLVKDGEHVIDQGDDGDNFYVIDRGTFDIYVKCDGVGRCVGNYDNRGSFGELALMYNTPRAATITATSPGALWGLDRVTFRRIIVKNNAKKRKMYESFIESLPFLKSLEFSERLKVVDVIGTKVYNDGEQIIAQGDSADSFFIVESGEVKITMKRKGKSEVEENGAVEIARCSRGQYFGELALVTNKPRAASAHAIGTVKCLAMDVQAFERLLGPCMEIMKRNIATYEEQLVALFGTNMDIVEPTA
phage Ecoli inh: E. coli growth loss with phage present; inhibition, % at 11.9 µM; growth absorbance; AID 651602; 0.26% of 360,000 active; in the data active = inhibition above about 11%
PKA-R1A act: PKA-R1A complex activation | P00514+P68181 | PKA-R1A dissociation, Cy5-IP20 fluorescence polarization; scaled: DMSO 0%, 113 µM cGMP 100% | activation, % at 11.4 µM | 0.083% of 340,000 active;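 active = percent activation above the mean of all tested compounds plus 3 SD, cut at about 19% in these data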;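 note: higher means more PKAc released from R1A so a rise in polarization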
* hit, by the source's call. This is a subset. The share of hits here may be higher or lower than overall.

SMILES | PKA-R2B act | phage Ecoli inh | PKA-R1A act
COc1ccc([C@H]2C[C@@H](O)[C@H](n3cc(COC(=O)c4ccccc4)nn3)CN2C(=O)C2CCCCC2)cc1 | 8.0 | 1.5 | 2.2
CCCNC(=O)CSc1nnc(NC(=O)C2CC(=O)N(c3ccccc3OC)C2)s1 (stereo not drawn) | 8.6 | -0.2 | -2.3
Cc1ccc(OC(C)C(=O)N2CCc3ccccc32)c([N+](=O)[O-])n1 (stereo not drawn) | -8.8 | 7.0 | -6.7
CN(CC(=O)Nc1ccc(F)c(F)c1F)C(=O)C1(c2ccccc2)CC1 | -2.7 | 3.7 | -6.5
CC(C)CC1NC(=O)c2cccnc2-n2c1nc1cc(F)ccc1c2=O (stereo not drawn) | -0.1 | 1.2 | 0.6
CCN(CC)S(=O)(=O)c1ccc(-c2cn3ccccc3n2)cc1 | -5.8 | 4.0 | -0.7
COC(=O)C1C2OC(C(Br)C2Br)C1C(=O)OC (stereo not drawn) | 2.0 | 2.9 | 8.8
C[C@@H](NC(=O)C[C@@H]1C[C@@H]2c3cc(NS(=O)(=O)c4ccc(F)cc4)ccc3O[C@@H]2[C@@H](CO)O1)c1ccccc1 | -1.5 | 3.1 | 7.5
COc1ccc(N2c3ccccc3CN(Cc3ccccc3)[C@@H](C)[C@H]2Cc2cccnc2)cc1 | 1.4 | 1.0 | -8.0
CCN(CC)C(=O)C1=C(C)N(Cc2ccc(OC)cc2)C(=O)C(CC(=O)NCc2cccc3ccccc23)C1 (stereo not drawn) | 1.8 | 1.6 | -8.0
NC(=O)CC1(c2ccccc2)CCCCC1 | 6.6 | 0.2 | 4.2
CSc1nc2ccc(NC(=O)CS(=O)(=O)c3ccccc3)cc2s1 | 3.3 | 5.5 | 1.4
CC(=O)N(C)C[C@H]1Oc2cc(Br)ccc2S(=O)(=O)N([C@H](C)CO)C[C@@H]1C | 7.7 | 2.0 | -8.0
CC(C)C1C(=O)N(Cc2cn(CCC3OCCO3)nn2)CCS(=O)(=O)N1Cc1ccc(-c2ccncc2)cc1 (stereo not drawn) | -2.4 | 2.4 | -1.8
Cc1cccnc1NC(=O)c1ccc(S(=O)(=O)N2CCCC2)cc1 | 7.1 | 1.7 | 2.2
O=C(Cc1ccc(F)cc1)Nc1cc(S(=O)(=O)N2CCOCC2)ccc1N1CCCCC1 | 3.6 | 2.6 | 3.3
CC(=O)Nc1sc(C)c(C)c1C(=O)OCC(=O)Nc1ccccc1C(F)(F)F | 0.0 | 5.3 | 0.2
CC(C)(C)OC(=O)N1CCc2onc(-c3ccc([N+](=O)[O-])cc3)c2C1=O | -12.0 | 2.3 | -5.3
C[C@H](CO)N1C[C@H](C)[C@H](CN(C)C(=O)CC2CC2)Oc2cc(Br)ccc2S1(=O)=O | -2.9 | 1.6 | -7.1
S=C1SCN(CCc2ccccc2)CN1CCc1ccccc1 | -5.4 | 1.6 | -1.0
COc1cc(OC)c(C(=O)Nc2cc(S(=O)(=O)N3CCOCC3)ccc2N2CCOCC2)cc1OC | -10.2 | -0.4 | -0.9
CCCCCCN1C[C@H](O)[C@@H](n2cc(-c3ccc(F)cc3)nn2)C[C@@H]1c1ccccc1 | 1.4 | 4.0 | -8.2
Cc1cccc(C)c1NC(=O)CNC(=O)CNC(=O)c1ccc2ccccc2c1 | -15.1 | 3.2 | -14.8
CN(CCCn1cnc2c(OCc3ccccc3)ncnc21)Cc1ccco1 | 7.5 | 2.8 | -6.9
Cc1ccc(CN2CCC[C@]3(N[C@H](c4ccccc4)[C@@H]4C(=O)N(Cc5ccccc5)C(=O)[C@@H]43)C2=O)cc1 | -8.2 | 2.6 | -4.2

(cont.)
SMILES | PKA-R2B act | phage Ecoli inh | PKA-R1A act
COC(=O)[C@H]1C[C@H](OC(=O)NCc2ccc(OC)c(OC)c2)[C@@]2(O)CN(S(=O)(=O)c3ccc(C)cc3)CC2[C@H]1C(=O)OC (stereo partly drawn) | 3.9 | 2.3 | 2.1
COc1cc(OC)cc(C(=O)N2CCN(S(=O)(=O)c3ccc4c(c3)OCCO4)CC2)c1 | -6.5 | 1.1 | -1.6
CC(=O)N1CCc2nc3ccccc3cc21 | -2.1 | 4.9 | -12.6
NS(=O)(=O)c1ccc(N2C(=O)CCCC2=O)cc1 | 9.8 | 3.7 | 4.5
CSc1ccc(CN2CCC(N3CCC(C(=O)NC4CC4)CC3)CC2)cc1 | 3.4 | 0.5 | -8.6
CCc1ncc(C(O)c2ccc(Cl)cc2)n1Cc1ccccc1 (stereo not drawn) | -5.4 | 4.2 | -0.1
CSc1ncnc2c1ncn2CCCNCC1CCCO1 (stereo not drawn) | -0.7 | 1.4 | -6.4
Cc1ccc(C(=O)OCC(=O)NCc2ccc(Cl)cc2)s1 | 10.2 | 1.6 | 6.9
Cc1ccc2c(CC(=O)Nc3ccc4nc(N5CCOCC5)sc4c3)coc2c1 | 1.1 | 1.9 | -3.1
C#CCOCC1CNC(=S)O1 (stereo not drawn) | -10.8 | 3.0 | 4.6
COC(=O)C1Cc2c([nH]c3ccccc23)C2CCC(=O)N12 (stereo not drawn) | -7.2 | 2.9 | 1.5
Cc1ccc(S(=O)(=O)NN=C(c2ccccc2)c2cccs2)cc1 | -2.4 | 3.2 | 0.4
COc1ccccc1-c1cc2nc(-c3ccccc3)cc(N3CCN(C(=O)c4ccco4)CC3)n2n1 | 4.0 | 1.7 | -3.9
O=C(CC1(O)C(=O)Nc2ccc(Br)cc21)c1ccccc1 (stereo not drawn) | -12.2 | 2.8 | 3.6
Cc1ccccc1OCCOC(=O)c1cc(S(=O)(=O)N2CCOCC2)ccc1C | -9.9 | 3.1 | 4.6
COc1ccc(Br)cc1C1=CC(=O)C[C@H](c2ccc(F)cc2)C1 | -7.0 | 0.6 | 3.1
Cc1ccc(C(=O)N/N=C/c2cccnc2)cc1Cl | -12.4 | 6.0 | -1.2
O=C(CN1CCN(C(=O)c2ccc(-c3nc4ccccc4s3)o2)CC1)Nc1cccc(F)c1 | -13.0 | 2.0 | -0.9
CCN(CC)C(=O)C1=C(C)N(Cc2ccc(F)cc2)C(=O)C(CC(=O)NCc2cccc3ccccc23)C1 (stereo not drawn) | 1.4 | 1.5 | 2.6
COc1cccc(OC)c1C(=O)OCC(=O)NCCNC(=O)COC(=O)c1c(OC)cccc1OC | 0.0 | 0.9 | 1.4
Cc1ccc(S(=O)(=O)NN=C2CC(C)(C)OC2(C)C)cc1 | 0.1 | 3.0 | 1.9
O=C(Nc1ccccc1N1CCOCC1)c1cccc2ccccc12 | -10.8 | 3.4 | 7.1
CNC(=O)c1ccc(CN(C)C(=O)c2cc(C3CC3)nc3c2cnn3C(C)C)cc1 | -10.0 | -0.8 | -9.0
Cc1cc(C)c2c(=O)n3c(nc2c1)C(CC(C)C)NC(=O)c1cccnc1-3 (stereo not drawn) | -5.7 | 1.5 | 3.2
CC1=C(C(=O)N2CCOCC2)CC(CC(=O)NCCCCc2ccccc2)C(=O)N1CCCN1CCCC1=O (stereo not drawn) | 4.6 | 3.4 | 2.5

Going on with the list.
SMILES | PKA-R2B act | phage Ecoli inh | PKA-R1A act
C[C@H](CO)N1C[C@H](C)[C@@H](CN(C)Cc2ccc3cccnc3c2)OCc2cnnn2CCCC1=O | -13.0 | 2.6 | 2.6
CCOc1ccc(S(=O)(=O)NCCC(=O)N2CCN(C(C)=O)CC2)cc1 | 8.7 | 4.9 | 5.8
COc1cc2c(NCCCCCO)ncnc2c(OC)c1OC | -7.0 | 1.4 | -11.3
CCN(c1ccccc1)S(=O)(=O)c1ccc(Cl)c(NC(=O)CSc2nc(N)cc(=O)[nH]2)c1 | -6.0 | 4.5 | -10.0
COc1ccc(NC(=O)N(C)C[C@H]2OCc3cnnn3CCCC(=O)N([C@@H](C)CO)C[C@H]2C)c(OC)c1 | -7.7 | 0.4 | -5.5
O=C(CCCc1ccccc1)NCCS(=O)(=O)N1CCN(c2ccccc2)CC1 | -1.1 | 1.9 | -2.3
COC(=O)C1CCN(S(=O)(=O)c2c[nH]c(=O)[nH]c2=O)CC1 | -4.7 | 1.8 | 4.7
C#CCN(C[C@H]1[C@H](OC(=O)NCc2ccco2)[C@H](OC(=O)NCc2ccco2)C[C@@H](C(=O)OC)[C@H]1C(=O)OC)S(=O)(=O)c1ccc(C)cc1 | 3.5 | -0.6 | 0.6
C[C@H]1CN([C@@H](C)CO)C(=O)CCCn2nncc2CO[C@@H]1CN(C)C(=O)c1ccncc1 | -3.3 | 0.9 | 1.8
OCc1nc2ccccc2n1CCCc1ccccc1 | -1.2 | 3.3 | 0.2
COc1ccc(/C=C(/NC(=O)c2ccc(Br)cc2)C(=O)Nc2cccc(C(=O)O)c2)cc1 | 6.6 | 1.8 | 9.5
CC(C)OCCCNC(=S)N1CCC(C(=O)c2ccc(F)cc2)CC1 | 0.1 | 3.7 | -3.2
O=C(NCc1ccc2c(c1)OCO2)C(=O)NCC1OCCCN1S(=O)(=O)c1ccccc1 (stereo not drawn) | -4.6 | -1.4 | -7.0
CCc1cccc(CC)c1N1C(=O)CC(Sc2ccccc2N)C1=O (stereo not drawn) | 3.6 | 1.5 | 6.7
O=C(C1CCCCC1)N1C[C@H](n2cc(C3CC3)nn2)[C@@H](O)C[C@@H]1c1ccccc1 | 10.6 | 2.8 | 2.3
COc1ccc(C2=CCCCCC2)cc1OC | -6.7 | 0.7 | -1.7
O=C(NCc1ccccc1CN1CCCC1)c1ccc(S(=O)(=O)Nc2ccccc2F)cc1 | 2.0 | 2.0 | 1.3
CC(C)C1C(=O)N(Cc2cn(CCC3OCCCO3)nn2)CCS(=O)(=O)N1Cc1ccc(-c2ccc(Cl)nc2)cc1 (stereo not drawn) | -6.0 | 0.4 | 3.4
CC(C)CC1NC(=O)c2cc3ccccc3cc2-n2c1nc1cc(Cl)ccc1c2=O (stereo not drawn) | -17.6 | -0.2 | -4.1
O=[N+]([O-])c1cc2c(c([N+](=O)[O-])c1)Nc1ccccc1O2 | -1.9 | -1.3 | 6.6
CC(=O)c1c(C)[nH]c(C(=O)Nc2ccc(N3CCCCCC3)cc2)c1C | 2.3 | 3.9 | -5.2
CCOc1ccc(C(=O)CCC(=O)NCC(=O)Nc2ccc(F)c(F)c2F)cc1 | -2.1 | 2.2 | -4.4
CCOC(=O)c1cc(-c2sc(NC(=O)c3ccccc3)nc2C)n(Cc2ccccc2)n1 | -0.2 | 0.4 | 7.1
COc1ccc(S(=O)(=O)N(C)C[C@@H]2OCCCC[C@@H](C)Oc3ccc(NC(=O)NC(C)C)cc3C(=O)N([C@H](C)CO)C[C@@H]2C)cc1 | -1.8 | 3.4 | 2.6
CC1CCCCN1C(=S)Nc1ccc(S(=O)(=O)N2CCCCC2)cc1 (stereo not drawn) | 2.4 | 3.0 | -1.0
Cc1ccc(S(=O)(=O)N(CC(=O)NC2CC3CCC2C3)c2ccccc2)cc1 (stereo not drawn) | -4.3 | 4.0 | -2.3
C[C@H]1CN([C@@H](C)CO)C(=O)CCCn2nncc2CO[C@H]1CN(C)C(=O)c1ccccc1 | -14.5 | -1.5 | -6.6
O=C(COC(=O)c1cccc(Cl)c1Cl)NC1CCCCCC1 | 1.4 | 1.2 | -4.6
CC(C)CCn1nc(C(=O)OCC(=O)NC(C)c2ccccc2)c2ccccc2c1=O (stereo not drawn) | -12.7 | 2.1 | -9.0

2 records drawn at random from those above:
SMILES | PKA-R2B act | phage Ecoli inh | PKA-R1A act
CCc1cccc(CC)c1N1C(=O)CC(Sc2ccccc2N)C1=O (stereo not drawn) | 3.6 | 1.5 | 6.7
CCN(c1ccccc1)S(=O)(=O)c1ccc(Cl)c(NC(=O)CSc2nc(N)cc(=O)[nH]2)c1 | -6.0 | 4.5 | -10.0

14 structures already listed, arranged by heavy-atom count, descending.
SMILES | PKA-R2B act | phage Ecoli inh | PKA-R1A act
COc1ccc(S(=O)(=O)N(C)C[C@@H]2OCCCC[C@@H](C)Oc3ccc(NC(=O)NC(C)C)cc3C(=O)N([C@H](C)CO)C[C@@H]2C)cc1 | -1.8 | 3.4 | 2.6
COc1cc(OC)c(C(=O)Nc2cc(S(=O)(=O)N3CCOCC3)ccc2N2CCOCC2)cc1OC | -10.2 | -0.4 | -0.9
C[C@H](CO)N1C[C@H](C)[C@@H](CN(C)Cc2ccc3cccnc3c2)OCc2cnnn2CCCC1=O | -13.0 | 2.6 | 2.6
COc1ccc(N2c3ccccc3CN(Cc3ccccc3)[C@@H](C)[C@H]2Cc2cccnc2)cc1 | 1.4 | 1.0 | -8.0
O=C(NCc1ccccc1CN1CCCC1)c1ccc(S(=O)(=O)Nc2ccccc2F)cc1 | 2.0 | 2.0 | 1.3
CCCCCCN1C[C@H](O)[C@@H](n2cc(-c3ccc(F)cc3)nn2)C[C@@H]1c1ccccc1 | 1.4 | 4.0 | -8.2
CC(C)CC1NC(=O)c2cc3ccccc3cc2-n2c1nc1cc(Cl)ccc1c2=O (stereo not drawn) | -17.6 | -0.2 | -4.1
Cc1cccc(C)c1NC(=O)CNC(=O)CNC(=O)c1ccc2ccccc2c1 | -15.1 | 3.2 | -14.8
CCOc1ccc(S(=O)(=O)NCCC(=O)N2CCN(C(C)=O)CC2)cc1 | 8.7 | 4.9 | 5.8
O=C(Nc1ccccc1N1CCOCC1)c1cccc2ccccc12 | -10.8 | 3.4 | 7.1
Cc1cccnc1NC(=O)c1ccc(S(=O)(=O)N2CCCC2)cc1 | 7.1 | 1.7 | 2.2
COc1ccc(Br)cc1C1=CC(=O)C[C@H](c2ccc(F)cc2)C1 | -7.0 | 0.6 | 3.1
Cc1ccc(S(=O)(=O)NN=C2CC(C)(C)OC2(C)C)cc1 | 0.1 | 3.0 | 1.9
OCc1nc2ccccc2n1CCCc1ccccc1 | -1.2 | 3.3 | 0.2
